# Assay outcomes from PubChem BioAssay.
# LANA DNA inh – inhibitors of KSHV LANA C-terminal domain DNA binding. MBP-C-LANA/FAM-LBS DNA binding, fluorescence polarization. inhibition, % at 9 µM. 0.078% of 340,000 active. AID 504423;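 active = highest replicate inhibition at or above 60% at 9 µM, even if other replicates fall short; inactive = all replicates below 60% inhibition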;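 note: 0% = neutral control wells and 100% = 4 µM acridine orange control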
# NSD2 HMT inh – blocks human histone methyltransferase NSD2. inhibition, % at 12.5 µM. O96028. NSD2 peptide methylation, AlphaScreen, 120 min. 0.54% of 310,000 active. AID 743445; in the data active = inhibition above about 50%
# Arr AP2 block – inhibitors of human beta-arrestin and AP2 interaction; FITC-arrestin peptide / GST-AP2 beads, flow cytometry; AP2 beta2 appendage carries R879A mutation; inhibition, % at 10 µM; 0.31% of 340,000 active;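 active = inhibition above a set limit, near 3 SD of compounds lacking own fluorescence, cut at about 54% in these data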;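 note: plate controls were DMSO wells for no effect and 5 µM unlabelled arrestin peptide for full effect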
#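 System: GST-AP2 R879A glutathione beads. Medium: PBS with 0.05% Tween 20 and 0.1% BSA. Also added: FITC-arrestin peptide, 50 nM. Incubation: 12 min plus 1 h, RT. Measured by: high-throughput flow cytometry of beads, ex 488, em 535 nm. Evaluation: percent drop in bead-associated FITC signal.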
# CAL PDZ FP-1 – blocks peptide binding to the human CAL PDZ domain; Q9HD26; purified CAL PDZ, TMR-peptide fluorescence polarization, 1 h; inhibition, % at 24.9 µM; 0.92% of 300,000 active; AID 602252;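 active = mean inhibition of at least 30% with at least half of replicates also reaching 30%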;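 note: 0% = DMSO neutral control and 100% = excess unlabeled competitor peptide PRC23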
# CAL PDZ FP-2 – blocks peptide binding to human CAL PDZ domain. 0.02% of 330,000 active. AID 504414. Q9HD26. inhibition, % at 20 µM. purified CAL PDZ, TMR-peptide fluorescence polarization, 1 h;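 active = highest replicate inhibition of at least 40%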;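 note: plate controls were DMSO neutral control wells for no effect and unlabeled competitor peptide control wells for full effect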
#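 Read-out basis: mP drop reported as inhibition | Assay system: Tagged CAL PDZ protein CerCALP, purified | Benchmarks: Unlabelled peptide for full inhibition, DMSO wells as neutral | Schedule: 1 h incubation at room temperature before polarization reading | Buffer or medium: Sodium phosphate/NaCl buffer pH 7.4 with TCEP, IgG, Thesit | Doses: Single point, 20 µM | Measured by: Fluorescence polarization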
# Keap1-Nrf2 PPI – disrupts human Keap1 binding to Nrf2 peptide | Keap1 Kelch-Nrf2 peptide fluorescence polarization, 1536-well | inhibition, % at 9.4 µM | 0.15% of 340,000 active | AID 504523; in the data active = inhibition above about 12%;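 note: human Keap1 Kelch domain with fluorescein labeled Nrf2 9mer peptide probe; 0% = neutral control wells and 100% = peptide positive control; higher means more block of Keap1 binding to Nrf2 peptide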
# Target sequence (Q14145 whole entry, looked up, the tested form may be a part): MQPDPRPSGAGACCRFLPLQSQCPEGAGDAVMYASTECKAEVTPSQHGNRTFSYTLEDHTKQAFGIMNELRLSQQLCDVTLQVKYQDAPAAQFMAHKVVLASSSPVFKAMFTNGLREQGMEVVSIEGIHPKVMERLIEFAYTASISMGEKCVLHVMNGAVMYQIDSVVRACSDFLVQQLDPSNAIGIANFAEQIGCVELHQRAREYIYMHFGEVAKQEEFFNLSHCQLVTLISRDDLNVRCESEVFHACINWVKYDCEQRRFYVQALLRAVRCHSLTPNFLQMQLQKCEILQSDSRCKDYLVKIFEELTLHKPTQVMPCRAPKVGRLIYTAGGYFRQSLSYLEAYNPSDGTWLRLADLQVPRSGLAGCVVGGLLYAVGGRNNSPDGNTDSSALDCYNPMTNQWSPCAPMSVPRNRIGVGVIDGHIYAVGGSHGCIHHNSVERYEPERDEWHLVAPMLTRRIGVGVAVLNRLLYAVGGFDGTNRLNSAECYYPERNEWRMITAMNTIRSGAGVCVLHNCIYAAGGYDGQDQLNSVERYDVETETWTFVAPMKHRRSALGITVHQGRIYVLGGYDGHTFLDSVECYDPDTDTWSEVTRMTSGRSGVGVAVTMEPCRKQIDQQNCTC
# RTF Ca sens inh – cardiac RTF calcium desensitization. P19429+P45379. IANBD-labeled cardiac RTF, Ca2+ fluorescence. inhibition, % at 7.15 µM. 0.12% of 340,000 active;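 active = inhibition above the mean inhibition of all tested compounds plus 3 SD, cut at about 17% in these data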;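 note: assay run at fixed EC70 calcium of 1.6 mM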
# DSG3 Ab inh – human desmoglein-3 autoantibody binding inhibition; 0.48% of 310,000 active; binding (percent of control), % at 10 µM; DSG3-coupled beads, scFv-anti-DSG3-GFP binding, flow cytometry; stronger effect = lower value; P32926;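 active = binding more than 3 SD below its plate's average and above zero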;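 note: hits lower antibody fragment binding to DSG3; some compounds called inactive have numbers as strong as hits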
# DAGLB inhibitor – diacylglycerol lipase beta (human) inhibition | HEK293T DAGLB membrane lysate, EnzChek fluorogenic substrate | inhibition, % at 5.17 µM | 0.059% of 340,000 active | AID 504411; in the data active = inhibition above about 34%;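 note: 0% = enzyme with vehicle and 100% = wells lacking enzyme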
# V-ATPase pHluor – alters yeast V-ATPase proton transport; S. cerevisiae, pHLuorin cytosolic pH fluorescence; response, % at 10 µM; 0.37% of 350,000 active; AID 504577; in the data active = response mostly above about 7.3%, no sharp cut-off; inactive = mostly below about 5.4%; note: actives read high; inactives centre near 0; some compounds called inactive have numbers as strong as hits
# * = called active by the depositor; . = not tested or not shown. These rows are one share of the data; rates above refer to the full screens.
# The line under a structure holds: LANA DNA inh, NSD2 HMT inh, Arr AP2 block, CAL PDZ FP-1, CAL PDZ FP-2, Keap1-Nrf2 PPI, RTF Ca sens inh, DSG3 Ab inh, DAGLB inhibitor, V-ATPase pHluor
> c1ccc(Cn2c(-c3cncs3)nc3ccccc32)cc1
 : 0.5, -1, 1, ., -0.9, -2, -7, 102, -1, 1
> O=C(N/N=C/c1ccccn1)c1ccc([N+](=O)[O-])cc1
 : -2.3, -5, -12, 7, -0.3, -2, -4, 100, 2, 2
> Cc1nnc2n(c1=O)C(CS(=O)(=O)c1ccc3ccccc3c1)CS2 (configuration not stated)
 : 1.5, -3, -7, ., -1.1, 4, 11, 106, 1, -3
> NC(=O)c1ccsc1NC(=O)CCS(=O)(=O)c1ccc(F)cc1
 : 0.2, -7, -6, -1, -2.0, -2, 3, 103, 1, 0
> Cc1nn(Cc2ccc(C(=O)N3CCN(C(=O)c4ccco4)CC3)o2)c(C)c1[N+](=O)[O-]
 : -0.5, -1, 23, -3, -2.1, 0, -6, 93, 1, -1
> Cn1cnnc1SCC(=O)N1CCC(Cc2ccccc2)CC1
 : 0.3, 2, -8, 0, -0.1, -3, 9, 107, 1, 0
> Cn1nnnc1SCC(=O)Nc1sccc1C(N)=O
 : 0.4, 1, 25, ., -0.3, 0, -2, 95, 1, -2
> CC(C)c1nnc(NC(=O)CCC(=O)Nc2ccc(F)cc2)s1
 : 0.1, -2, 23, -7, -0.5, -3, -4, 100, -3, 0
> COC(=O)c1ccc(N2NC(=O)/C(=C/c3ccc(OC)c(OC)c3)C2=O)cc1
 : 4.5, 5, 12, ., 0.4, 3, -2, 108, 4, 1
> CCOc1cc(/C=N/NC(=O)C(=O)Nc2cc(Cl)ccc2C)ccc1O
 : -2.1, -4, 23, 1, -2.5, 8, -4, 94, -1, 3
> COc1ccccc1N(CC(=O)Nc1ccccc1C(=O)NC(C)C)S(C)(=O)=O
 : -0.6, 2, 2, -1, -0.3, -3, -4, 99, 0, 0
> O=C(O)c1ccc(-n2ccnc2)c([N+](=O)[O-])c1
 : 2.6, -3, 42, -1, -0.1, 2, -11, 103, 0, 3
> Cc1cc(=O)[nH]c(Sc2c(-c3ccccc3)c3ccccc3[nH]c2=O)n1
 : 0.5, 0, -5, 0, 18, 1, -5, ., 0, -1
> O=C(c1ccc(S(=O)(=O)N2CCCC2)cc1)N1CCN(c2cccc(Cl)c2)CC1
 : 1.3, -2, -5, -5, -2.2, -5, -12, ., 0, 0
> COC(=O)c1c(NC(=O)COC(=O)c2ccc(Cl)cc2[N+](=O)[O-])sc2c1CCCCC2
 : -0.4, 0, 6, -1, -0.3, -5, 5, 98, -1, -3
> CCOC(=O)NC(=O)CSc1nc(C)cc(C(F)(F)F)c1C#N
 : -2.3, -5, 2, -2, -1.1, -10, -10, 125, -5, 1
> Cc1ccc(N(CC(=O)Nc2ccc3c(c2)OCCO3)S(C)(=O)=O)cc1
 : -0.5, -1, 4, 0, -0.2, -1, -1, 99, -1, -1
> CCOc1ccccc1N(CC(=O)NCCSCc1ccco1)S(=O)(=O)c1ccccc1
 : 0.9, -1, 15, -4, -1.7, -10, -6, 102, 4, -2
> CC(=O)CCc1ccc(OC(=O)c2cccnc2)cc1
 : -1.3, ., 9, 0, -1.3, -3, -4, ., 1, 1
> O=C(COc1ccc(Cl)cc1)Nc1nc(-c2ccncc2)cs1
 : 0.1, -1, -7, -2, -2.3, -1, 1, 99, 0, -3
> O=C(NCCc1cn2ccccc2n1)c1ccccc1F
 : -1.2, 4, 5, -3, 0.8, 0, -4, 101, 0, 3
> COC(=O)c1cc(-c2ccc(Br)cc2)c2c(=O)[nH]c(=O)n(C)c2n1
 : -2.5, 2, 9, -6, -1.5, 1, -4, 103, -2, -4
> CCOC(=O)N1CCN(C(=O)c2c(Cl)cnn2C)CC1
 : 1.4, -4, -20, -3, -0.7, 3, -9, 102, 0, -1
> O=C1N/C(=C/c2ccc(Br)cc2)C(O)=C1C=NCc1ccccc1
 : 1.3, -2, 11, -5, -0.7, 3, -8, 102, 0, 13
> CCOC(=O)C1CCN(C(=O)COC(=O)CNS(=O)(=O)c2ccc(SC)c([N+](=O)[O-])c2)CC1
 : -0.1, 1, -1, -4, -2.4, -6, -6, 106, 0, -4
> O=C(NNc1cccc(Cl)n1)c1c(Cl)cccc1Cl
 : 1.4, 0, -2, 0, 0.1, -6, -2, 99, 0, -3
> O=C(O)c1cc(-c2ccccc2Cl)n(-c2cccc(Cl)c2)n1
 : 5.6, 2, 6, -8, -1.9, -3, -4, 127, 8, 5
> COc1ccccc1N1C(=O)CC(N2CCc3ccccc32)C1=O (configuration not stated)
 : 2.0, ., 23, 2, 0.1, -3, 5, ., 3, -3
> Nc1ncnc2c1ncn2C1CCC(CO)C(O)C1 (configuration not stated)
 : -0.1, -2, 18, -1, -2.7, 2, -11, 105, -2, 1
> Cc1ccc(C(=O)c2c(NC(=O)c3ccccc3C)sc(C)c2C)cc1
 : -0.4, 1, 0, 5, -1.6, 2, -2, 98, -14, -3
> CCC(=O)N(Cc1cc2cccc(C)c2[nH]c1=O)c1ccccc1OC
 : -0.6, 1, -7, -2, -3.2, -3, -7, 102, 1, 1
> C=CCn1c(=O)/c(=C/c2ccsc2)s/c1=C(\C#N)C(=O)NCCN1CCOCC1
 : -2.9, 0, -20, ., -0.3, 13*, -5, 100, -1, 0
> O=C(CC1SC(=Nc2ccccc2)N(Cc2ccccn2)C1=O)Nc1cccc(Cl)c1 (configuration not stated)
 : 0.6, 0, 8, 5, -0.1, 4, 15, 100, 2, 7
> Cc1ccc(CN2CCC(n3nccc3NC(=O)C3CCOC3)CC2)cc1C (configuration not stated)
 : -2.0, -2, 13, -4, -2.1, -6, 3, ., -1, -1
> CC(C)[C@H](NC(=O)c1ccc([N+](=O)[O-])cc1Cl)C(=O)N1CCN(C/C=C/c2ccccc2)CC1
 : -2.3, 4, -11, -1, -0.9, 5, -7, 90, 1, 1
> CSc1ncc(Cl)c(C(=O)Nc2cc(C)ccc2C)n1
 : -1.9, 0, 9, -1, ., 4, 2, 95, -3, 1
> O=C(Nc1ccc(Nc2ccccc2)cc1)c1c(Cl)cccc1Cl
 : -1.4, 0, -1, -1, -0.3, -2, 0, 111, 2, -1
> Cn1c(C2CCCCC2)nc2c1c(=O)[nH]c(=O)n2Cc1ccccc1
 : -1.0, 13, -4, -1, -3.3, -7, 7, 99, 0, -2
> CC(=O)NS(=O)(=O)c1ccc(NC(=S)NC(=O)c2ccco2)cc1
 : -1.4, 1, -1, 1, -0.8, -3, -25, 104, 0, -3
> Cc1ccc(NS(=O)(=O)c2cc(C(=O)NCCCN(C)C)ccc2Cl)cc1Cl
 : -0.3, 0, 9, ., 0.0, -4, -28, 111, 2, -3
> CNS(=O)(=O)c1cccc2nsnc12
 : -1.1, -1, -1, 0, -0.1, -4, 1, 100, -3, -2
> O=C(NN1C(=O)NC2(CCCCC2)C1=O)c1cc(F)cc(F)c1
 : 0.3, -4, 0, ., -0.9, -7, -2, 91, 1, 0
> c1ccc2cc(OCc3nc4ccccc4[nH]3)ccc2c1
 : 1.5, ., 5, -8, -2.9, 2, -5, 97, -5, 3
> Cc1csc(NC(=O)c2ccc(OCC3CCCO3)cc2)n1 (configuration not stated)
 : 2.9, -2, -7, -1, -1.0, -2, -2, 117, 2, -1
> Cc1cc(C)cc(-n2ccn(CC(=O)NCCc3ccccc3)c(=O)c2=O)c1
 : -1.9, -5, -5, 7, -0.4, -2, -7, 101, -1, 3
> COCCNC(=O)/C(C#N)=C1\N=C(NC(=O)c2cccs2)c2ccccc21
 : 1.4, -4, -4, -5, -0.4, 4, -1, 105, -1, -1
> COC(=O)C1=C(C)N(CCc2c[nH]c3ccccc23)C(=O)/C1=C\N(C)C
 : -1.2, 2, 8, -6, 0.3, -8, -1, 102, 6, -1
> CCc1ccc(NC(=O)CN(c2ccccc2)S(=O)(=O)N(C)C)cc1
 : 0.5, -5, 36, 0, 1.3, 3, 2, 96, -3, -2
> CCn1ccc(C(=O)NCCCN2CCCC2=O)n1
 : 0.5, -1, -2, 0, -1.1, 2, 3, 116, 0, 0
> COc1ccccc1Oc1ccc(S(=O)(=O)N2CCCCC2C)cc1 (configuration not stated)
 : -0.4, -6, 6, -2, -3.0, 1, 7, 107, -8, -7
> O=C(OC1CCOC1=O)c1ccc(S(=O)(=O)N2CCCCCC2)cc1 (configuration not stated)
 : -1.3, 0, 24, 1, -0.8, -1, 2, ., -3, -5
> Cc1ccc(NC(=O)CCC(=O)NNC(=S)Nc2ccccc2)c(C)c1
 : -0.1, 9, 25, -6, -3.0, -1, -14, 127, 3, 10
> O=C(OCC(=O)c1ccco1)c1ccc2ncsc2c1
 : 0.0, -1, 4, -2, -2.8, 4, -1, 110, -1, 4
> Cc1cccc(NC(=O)c2sc3nc(N4CCOCC4)c4c(c3c2N)CCCC4)c1
 : -0.6, -2, 28, -25, -0.9, 4, -5, 94, -3, -1
> Clc1ccccc1CSc1nnc(/C=C/c2ccccc2)o1
 : -0.6, -3, 4, -1, 0.7, -1, 1, ., -9, 1
> Cc1cc(C)c2c(n1)sc1c(=O)n(Cc3ccccc3Cl)nnc12
 : -1.2, 13, 20, -2, -2.7, -1, 4, 101, 1, 5
> Cc1ccc(CS(=O)(=O)c2nc3c(c(N(C)C)n2)CCCC3)cc1
 : -0.4, -4, 2, -6, -2.9, 1, 1, 98, 3, 0

# Entries listed so far shown as hits in Keap1-Nrf2 PPI.
SMILES | LANA DNA inh | NSD2 HMT inh | Arr AP2 block | CAL PDZ FP-1 | CAL PDZ FP-2 | Keap1-Nrf2 PPI | DSG3 Ab inh | DAGLB inhibitor | V-ATPase pHluor
C=CCn1c(=O)/c(=C/c2ccsc2)s/c1=C(\C#N)C(=O)NCCN1CCOCC1 | -2.9 | 0 | -20 | . | -0.3 | 13* | 100 | -1 | 0

# Looked up above.
# In CAL PDZ FP-2, Cc1ccc(NS(=O)(=O)c2cc(C(=O)NCCCN(C)C)ccc2Cl)cc1Cl shows 0.0
# In NSD2 HMT inh, O=C(CC1SC(=Nc2ccccc2)N(Cc2ccccn2)C1=O)Nc1cccc(Cl)c1 (configuration not stated) shows 0
# In LANA DNA inh, Clc1ccccc1CSc1nnc(/C=C/c2ccccc2)o1 shows -0.6
